Bioassay records as filed in PubChem BioAssay.
TcdB inh: TcdB glycohydrolase inhibitors, primary screen, biochemical, single point, plate reader; inhibition, % at 9.99 µM; TcdB glycohydrolase enzymatic assay; hit rate 0.24% among 350,000; AID 652162, 2013; Toxin B (Clostridioides difficile), P18177; in the data active means inhibition above about 10%
The depositor's hits bear a star; & = joins results of further samples.

Compound | TcdB inh
O=C(C[C@@H]1CC[C@@H](NC(=O)CN2CCOCC2)[C@@H](CO)O1)NCCc1ccccc1 | 0.9
COc1ccc(S(=O)(=O)N(C)C[C@@H]2Oc3c(NC(=O)CCCCCC(=O)Nc4ccccc4N)cccc3C(=O)N([C@H](C)CO)C[C@@H]2C)cc1 | 0.2
O=S(=O)(c1ccccc1)N1CCCCN2[C@H](CO)[C@H](c3ccc(-c4ccccc4)cc3)[C@@H]2C1 | 0.4
C[C@@H]1CN([C@@H](C)CO)C(=O)c2cc(NC(=O)Cc3ccccc3)ccc2O[C@@H]1CN(C)C | 0.4
C[C@@H]1CN([C@@H](C)CO)C(=O)c2cccc(NS(=O)(=O)c3ccc(Cl)cc3)c2O[C@H]1CN(C)Cc1ccncc1 | 0.2
COc1ccc(S(=O)(=O)Nc2ccc3c(c2)C(=O)N([C@@H](C)CO)C[C@@H](C)[C@H](CN(C)C(=O)Nc2ccc(C(F)(F)F)cc2)OCCCC[C@H](C)O3)cc1 | 0.6
CN(C[C@H]1N[C@@H](CO)[C@H]1c1ccc(C2=CCCC2)cc1)S(C)(=O)=O | -2.1
COc1ccc(S(=O)(=O)N(C)C[C@@H]2OCCCC[C@H](C)Oc3ccc(NC(=O)Nc4ccc5c(c4)OCO5)cc3C(=O)N([C@H](C)CO)C[C@@H]2C)cc1 | -0.2
Cc1ccc(S(=O)(=O)NCC[C@@H]2CC[C@@H](NC(=O)NC(C)C)[C@@H](CO)O2)cc1 | -5.7
CC(=O)N(C)C[C@@H]1[C@@H](c2ccc(-c3cccnc3)cc2)[C@H](CO)N1C(=O)C1CC1 | -11.1
CN(C)CC(=O)N[C@@H]1CC[C@@H](CCNC(=O)Nc2ccc(F)cc2)O[C@@H]1CO | 2.4
CC(=O)N[C@@H]1CC[C@H](CCNC(=O)C2CCCCC2)O[C@H]1CO | 1.1
CCCNC(=O)N1CC2(CN(S(=O)(=O)CC)C2)c2c([nH]c3cc(OC)ccc23)[C@H]1CO | 0.3
CC(C)NC(=O)N(C)C[C@@H]1Oc2ncc(C#Cc3ccccc3F)cc2C(=O)N([C@@H](C)CO)C[C@@H]1C | -0.3
C[C@@H]1CN([C@H](C)CO)C(=O)c2cc(NC(=O)Nc3ccc(C(F)(F)F)cc3)ccc2O[C@H]1CN(C)C(=O)Nc1ccc(C(F)(F)F)cc1 | -0.2
C[C@@H]1CCCCO[C@@H](CN(C)C(=O)Nc2ccc(C(F)(F)F)cc2)[C@H](C)CN([C@H](C)CO)C(=O)c2cc(NC(=O)NC3CCCCC3)ccc2O1 | 0.5
COc1ccc(NC(=O)N[C@@H]2CC[C@@H](CCn3cc(-c4ccc(F)cc4)nn3)O[C@H]2CO)cc1 | -8.7
CN(C)C(=O)c1ccc(-c2ccc([C@H]3[C@H](CO)N4CCCCN(CC5CC5)C[C@@H]34)cc2)cc1 | -0.8
CC(C)NC(=O)N(C)C[C@@H]1OCCCC[C@@H](C)Oc2ccc(NC(=O)c3ccccc3)cc2C(=O)N([C@@H](C)CO)C[C@@H]1C | 0.2
C[C@H](CO)N1C[C@H](C)[C@@H](CN(C)S(=O)(=O)c2cn(C)cn2)OCCCC[C@H](C)Oc2ccc(NC(=O)c3ccncc3)cc2C1=O | 0.2
C[C@H](CO)N1C[C@H](C)[C@@H](CN(C)Cc2ccncc2)Oc2ccc(N(C)C)cc2C1=O | -2.3
CO[C@@H]1CN(C)C(=O)c2cc(NS(=O)(=O)c3ccccc3C)ccc2OC[C@@H](C)NC[C@H]1C | -0.9
COCC(=O)Nc1ccc2c(c1)[C@@H]1C[C@@H](CC(=O)NCCc3ccccc3)O[C@H](CO)[C@@H]1O2 | 0.8
Cc1ccc(S(=O)(=O)N(C)C[C@H]2Oc3ncc(C#CCC(C)C)cc3C(=O)N([C@@H](C)CO)C[C@H]2C)cc1 | 1.4
CC(=O)N(C)C[C@@H]1Oc2ncc(-c3cncnc3)cc2C(=O)N([C@@H](C)CO)C[C@@H]1C | 0.0
COc1ccc(S(=O)(=O)Nc2ccc3c(c2)C(=O)N([C@H](C)CO)C[C@@H](C)[C@H](CN(C)S(=O)(=O)c2ccccc2)O3)cc1 | 0.8
O=C(C1CCC1)N1CC(=O)N2[C@H](C1)[C@@H](c1ccc(-c3ccccc3F)cc1)[C@@H]2CO | 1.9
C[C@H](CO)N1C[C@H](C)[C@H](CN(C)C(=O)Nc2ccc3c(c2)OCO3)Oc2ccc(NC(=O)c3ccncc3)cc2CC1=O | 0.2
Cc1ccc(-c2cnc3c(c2)C(=O)N([C@H](C)CO)C[C@H](C)[C@H](CN(C)C(=O)c2ccc(F)cc2)O3)cc1 | 1.2
C[C@@H](NC(=O)C[C@H]1CC[C@@H](NC(=O)C2CCC2)[C@H](CO)O1)c1ccccc1 | 0.1
C[C@H](CO)N1C[C@H](C)[C@@H](CN(C)Cc2ccc3c(c2)OCO3)OCCCC[C@H](C)Oc2ccc(NC(=O)Nc3ccc4c(c3)OCO4)cc2C1=O | -0.9
C[C@H](CO)N1C[C@H](C)[C@@H](CN(C)C)Oc2c(NC(=O)c3ccc(-c4nccs4)cc3)cccc2C1=O | -1.0
C[C@@H]1CCCCO[C@H](CN(C)S(=O)(=O)c2cccs2)[C@@H](C)CN([C@@H](C)CO)C(=O)c2cc(NC(=O)CCCN(C)C)ccc2O1 | 2.3
CNC[C@H]1Oc2ncc(-c3ccccc3F)cc2C(=O)N([C@H](C)CO)C[C@H]1C | 0.8
COC(=O)[C@]1(Cc2ccccc2)N=C(c2ccc(OCCCO)cc2)O[C@@H]1c1ccccc1CN=[N+]=[N-] | 0.8
O=C(C[C@H]1C[C@@H]2c3cc(NC(=O)Nc4ccccc4)ccc3O[C@@H]2[C@H](CO)O1)NCC(F)(F)F | 1.5
COc1ccc(C#Cc2ccc3c(c2)O[C@@H](CN(C)C(C)=O)[C@@H](C)CN([C@H](C)CO)S3(=O)=O)cc1 | 0.1
CN1C(=O)c2cc(NC(=O)c3ccccc3F)ccc2OC[C@@H]2O[C@H](CC(=O)NCc3ccc4c(c3)OCO4)CC[C@H]21 | 1.2
COc1ccccc1NC(=O)N(C)C[C@H]1Oc2cc(Br)ccc2S(=O)(=O)N([C@H](C)CO)C[C@@H]1C | -0.8&1.8
CNC(=O)C[C@@H]1CC[C@H]2[C@@H](COc3ccc(NC(=O)Nc4ccccc4OC)cc3C(=O)N2C)O1 | -0.3
CO[C@H]1CN(C)C(=O)c2ccc(NC(=O)C3CC3)cc2OC[C@@H](C)N(Cc2ccc(F)cc2)C[C@H]1C | 1.0
O=C(c1cccnc1)N1CC(=O)N2[C@H](CO)[C@H](c3ccc(-c4ccccc4F)cc3)[C@H]2C1 | -0.5
C[C@@H](NC(=O)C[C@@H]1CC[C@@H](NC(=O)C2CCOCC2)[C@@H](CO)O1)c1ccccc1 | 0.4
O=C(Cc1ccccn1)N1CC(=O)N2[C@H](CO)[C@@H](c3ccc(-c4ccc(F)cc4)cc3)[C@H]2C1 | 0.3
O=C(Nc1ccc(F)cc1)N1C[C@@H]2[C@H](c3ccccc31)[C@H](CO)N2C(=O)c1ccccc1 | 0.5
C[C@H](NC(=O)C[C@H]1CC[C@H]2[C@@H](COC[C@@H](O)CN2C)O1)c1ccccc1 | 0.1
COc1ccc(CN(C)C[C@@H]2Oc3ccc(NC(=O)Nc4c(C)noc4C)cc3CC(=O)N([C@@H](C)CO)C[C@H]2C)cc1 | -0.5
C[C@@H]1CN([C@H](C)CO)C(=O)c2cccc(NC(=O)c3ccncc3)c2O[C@H]1CN(C)C(=O)Nc1ccc(C(F)(F)F)cc1 | -4.8
CN1C(=O)c2cc(NS(=O)(=O)c3ccccc3F)ccc2OC[C@@H]2O[C@@H](CC(=O)NC3Cc4ccccc4C3)CC[C@H]21 | 2.0
CCCNC(=O)N1C[C@H](O)COC[C@H]2O[C@@H](CC(=O)NCc3ccc(Cl)c(Cl)c3)CC[C@@H]21 | -0.6
CCN(C[C@H]1N[C@@H](CO)[C@@H]1c1ccc(C2=CCCC2)cc1)C(=O)c1ccncc1 | -0.8
COc1ccc(-c2ccc3n(c2=O)C[C@H]2[C@H](CO)[C@@H](C(=O)NC4CCC4)N(S(C)(=O)=O)[C@@H]32)cc1 | -0.1
CCC(=O)N1CC2(CN(C(=O)CN3CCOCC3)C2)c2c([nH]c3cc(OC)ccc23)[C@@H]1CO | 0.3
COc1cccc(-c2cnc3c(c2)C(=O)N([C@H](C)CO)C[C@@H](C)[C@H](CN(C)C(=O)CC2CC2)O3)c1 | 0.8
C[C@H](CO)N1C[C@H](C)[C@@H](CN(C)C(=O)NC2CCCCC2)OCCCC[C@H](C)Oc2ccc(NS(=O)(=O)c3ccc(Cl)cc3)cc2C1=O | 0.8
C[C@H](CO)N1C[C@H](C)[C@@H](CN(C)C(=O)C2CCC2)Oc2cc(C#CC3CC3)ccc2S1(=O)=O | 0.6
C[C@H]1CN([C@@H](C)CO)C(=O)CCCn2nncc2CO[C@@H]1CN(C)C(=O)Nc1ccc(F)cc1 | 0.0
C[C@H]1CN([C@@H](C)CO)C(=O)Cc2cc(NS(=O)(=O)c3ccccc3)ccc2O[C@H]1CN(C)CC1CCCCC1 | 0.7
CC(C)NC(=O)N(C)C[C@H]1Oc2cc(C#C[C@H](C)O)ccc2S(=O)(=O)N([C@@H](C)CO)C[C@@H]1C | 1.1
CNC[C@@H]1Oc2ccc(NC(=O)Nc3ccc(OC)cc3)cc2CC(=O)N([C@@H](C)CO)C[C@H]1C | -2.4

Arranged by SMILES length (low to high): some entries from above.
Compound | TcdB inh
CCN(C[C@H]1N[C@@H](CO)[C@@H]1c1ccc(C2=CCCC2)cc1)C(=O)c1ccncc1 | -0.8
CCC(=O)N1CC2(CN(C(=O)CN3CCOCC3)C2)c2c([nH]c3cc(OC)ccc23)[C@@H]1CO | 0.3
C[C@@H](NC(=O)C[C@@H]1CC[C@@H](NC(=O)C2CCOCC2)[C@@H](CO)O1)c1ccccc1 | 0.4
O=C(Cc1ccccn1)N1CC(=O)N2[C@H](CO)[C@@H](c3ccc(-c4ccc(F)cc4)cc3)[C@H]2C1 | 0.3
CCCNC(=O)N1C[C@H](O)COC[C@H]2O[C@@H](CC(=O)NCc3ccc(Cl)c(Cl)c3)CC[C@@H]21 | -0.6
CC(C)NC(=O)N(C)C[C@H]1Oc2cc(C#C[C@H](C)O)ccc2S(=O)(=O)N([C@@H](C)CO)C[C@@H]1C | 1.1
CN1C(=O)c2cc(NS(=O)(=O)c3ccccc3F)ccc2OC[C@@H]2O[C@@H](CC(=O)NC3Cc4ccccc4C3)CC[C@H]21 | 2.0

New compounds follow:
Compound | TcdB inh
CNC[C@@H]1Oc2ccc(NS(=O)(=O)c3c(C)noc3C)cc2CC(=O)N([C@H](C)CO)C[C@@H]1C | -0.7
CO[C@H]1CN(C)C(=O)c2cc(NC(=O)c3ccccc3)ccc2OC[C@@H](C)N(C(C)=O)C[C@H]1C | -0.1
C[C@H](CO)N1C[C@H](C)[C@H](CN(C)S(=O)(=O)c2cccs2)OCCCC[C@H](C)Oc2ccc(NC(=O)CCC(F)(F)F)cc2C1=O | 0.2
N#C[C@@H]1[C@H](c2ccc(C#CCC3CCCC3)cc2)[C@@H](CO)N1C(=O)CN1CCOCC1 | 0.5
COc1ccc(CNC(=O)c2cc3c(c(-c4cccc(-c5cccc(C#N)c5)c4)n2)[C@H](CCO)N([S@@](=O)C(C)(C)C)C3)cc1 | 0.2
C[C@H](CO)N1C[C@H](C)[C@@H](CN(C)S(=O)(=O)c2cn(C)cn2)Oc2ncc(/C=C/c3ccccc3)cc2C1=O | 0.4
C[C@H]1CN([C@@H](C)CO)C(=O)Cc2cc(NS(=O)(=O)c3ccc(Cl)cc3)ccc2O[C@H]1CN(C)Cc1ccc(Oc2ccccc2)cc1 | -1.6
O=C(C[C@@H]1C[C@@H]2c3cc(NS(=O)(=O)c4ccc(F)cc4)ccc3O[C@@H]2[C@H](CO)O1)NCc1cccnc1 | 1.2
C[C@H]1CN([C@@H](C)CO)C(=O)Cc2cc(NC(=O)CCN3CCOCC3)ccc2O[C@H]1CN(C)Cc1ccccc1 | -1.4
CNC[C@@H]1Oc2ccc(NC(=O)C3CC3)cc2CC(=O)N([C@H](C)CO)C[C@@H]1C | 0.2
COc1ccc(NC(=O)N(C)C[C@@H]2OCc3ccccc3-c3c(n(C)c4ccccc34)C(=O)N([C@H](C)CO)C[C@@H]2C)c(OC)c1 | 0.3
C[C@@H]1CN([C@@H](C)CO)C(=O)Cc2cc(NC(=O)Nc3ccc(C(F)(F)F)cc3)ccc2O[C@@H]1CN(C)Cc1ccccc1 | 0.1
Cc1noc(C)c1S(=O)(=O)Nc1ccc2c(c1)CC(=O)N([C@@H](C)CO)C[C@H](C)[C@H](CN(C)C)O2 | -0.7
C[C@H](CO)N1C[C@H](C)[C@@H](CN(C)Cc2ccc3c(c2)OCO3)Oc2ccc(NC(=O)Nc3ccc(F)cc3)cc2CC1=O | 0.0
CC(C)C#Cc1ccc([C@@H]2[C@@H](CO)N3C(=O)CN(C(=O)c4ccc5c(c4)OCO5)C[C@@H]23)cc1 | 0.0
CO[C@H]1CN(C)C(=O)c2cc(NS(=O)(=O)c3ccc(F)cc3)ccc2OC[C@@H](C)NC[C@@H]1C | 0.4
C[C@H](CO)N1C[C@H](C)[C@@H](CN(C)S(C)(=O)=O)Oc2c(NC(=O)C3CCOCC3)cccc2C1=O | 0.6
COc1ccc(S(=O)(=O)Nc2ccc3c(c2)C(=O)N([C@@H](C)CO)C[C@@H](C)[C@H](CN(C)S(=O)(=O)c2ccccc2)OCCCC[C@H](C)O3)cc1 | 0.5
COc1ccc(C#Cc2ccc3c(c2)[C@@H]2[C@@H](CCN2C(=O)C2CCCC2)[C@H](CO)N3)cc1 | -0.2
C[C@H](CO)N1C[C@H](C)[C@@H](CN(C)C(=O)Nc2cccc(F)c2)Oc2ncc(C3=CCCCC3)cc2C1=O | -0.2
O=C(C[C@H]1C[C@@H]2c3cc(NC(=O)CC4CC4)ccc3O[C@@H]2[C@H](CO)O1)NCCN1CCCCC1 | 0.3

Only part of the results is shown; the hit share may differ from the screen's.
